Mtb UGM inh = Mtb UDP-galactopyranose mutase inhibition; P9WIQ1; purified UGM, fluorescence polarization probe displacement; inhibition, % at 10 µM; 0.06% of 320,000 active; AID 504406; in the data active means inhibition above about 10%, passing the limit was not always enough; inconclusive means no clear call, values can overlap the other calls
Target sequence (P9WIQ1 whole entry, looked up): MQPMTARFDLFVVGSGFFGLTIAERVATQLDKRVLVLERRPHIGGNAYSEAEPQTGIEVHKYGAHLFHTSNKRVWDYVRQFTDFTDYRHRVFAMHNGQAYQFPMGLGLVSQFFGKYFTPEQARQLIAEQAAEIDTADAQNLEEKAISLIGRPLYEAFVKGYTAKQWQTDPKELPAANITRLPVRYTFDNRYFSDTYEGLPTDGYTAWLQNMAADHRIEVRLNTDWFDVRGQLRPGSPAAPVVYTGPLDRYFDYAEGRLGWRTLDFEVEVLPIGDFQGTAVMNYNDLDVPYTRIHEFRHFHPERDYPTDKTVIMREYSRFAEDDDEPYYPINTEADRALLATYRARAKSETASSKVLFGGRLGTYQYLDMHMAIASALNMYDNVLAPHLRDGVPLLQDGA
PrPC surface inh = inhibitors of human cell surface prion protein PrPC. P04156. TR-FRET read-out. inhibition, % at 13.8 µM. 0.43% of 370,000 active; in the data active means inhibition above about 24%; further: 0% = median of the test wells and 100% = reference compound wells
BoNT A protease = blocks Botulinum neurotoxin A light chain protease; inhibition, % at 10 µM; 0.17% of 360,000 active; AID 588499; multiplex microsphere protease substrate cleavage, flow cytometry; in the data active means inhibition above about 30%; inconclusive means no clear call, values can overlap the other calls; further: plate controls were buffer without enzyme for full effect and enzyme alone for no effect
BoNT-F LC inh = BoNT F light chain protease inhibition | 0.22% of 360,000 active | Multiplex microsphere protease cleavage assay, flow cytometry | inhibition, % at 10 µM | AID 588497; in the data active means inhibition above about 35%, passing the limit was not always enough; inconclusive means no clear call, values can overlap the other calls; further: plate controls were buffer without enzyme for full effect and enzyme alone for no effect
CCHF vOTU inh = CCHFV vOTU protease inhibition; 0.55% of 370,000 active; Pep-AMC fluorescence; inhibition, % at 11.5 µM; further: 0% = vehicle wells with enzyme and 100% = no enzyme wells
Mtb BioA inh = inhibitors of Mycobacterium tuberculosis BioA enzyme; inhibition, % at 9.99 µM; AID 602481; 0.096% of 360,000 active; purified M. tuberculosis BioA enzyme, plate reader; in the data active means inhibition above about 40%; inconclusive means no clear call, values can overlap the other calls
GDH-TPI inh = inhibits GDH-TPI coupling enzymes, artifact for Mtb FBA screen; inhibition, % at 4.8 µM; 1.2% of 360,000 active; GDH-TPI coupled enzyme counterscreen, NADH absorbance;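 further: 0% = DMSO wells and 100% = wells lacking the enzyme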
Mtb FBA inh = inhibitors of M. tuberculosis fructose-bisphosphate aldolase; purified M. tuberculosis FBA, fluorescence read-out; inhibition, % at 1 µM; 2.3% of 360,000 active; in the data active means inhibition above about 27%;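 further: 0% = vehicle and 100% = reference inhibitor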
Target sequence (P9WQA3 whole entry, looked up): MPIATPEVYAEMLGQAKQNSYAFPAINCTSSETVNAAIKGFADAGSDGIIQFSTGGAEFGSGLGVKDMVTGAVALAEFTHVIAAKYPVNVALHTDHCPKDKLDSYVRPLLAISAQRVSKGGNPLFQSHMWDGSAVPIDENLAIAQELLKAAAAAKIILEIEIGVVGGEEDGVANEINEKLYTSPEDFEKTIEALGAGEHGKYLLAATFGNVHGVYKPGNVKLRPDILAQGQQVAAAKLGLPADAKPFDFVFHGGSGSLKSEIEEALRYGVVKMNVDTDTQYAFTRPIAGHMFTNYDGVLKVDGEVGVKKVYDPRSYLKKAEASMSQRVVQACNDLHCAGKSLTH
FadD28 binding = M. tuberculosis FadD28 bisubstrate binding inhibition; FadD28 bisubstrate probe binding, fluorescence polarization; inhibition, % at 12.5 µM; 0.22% of 360,000 active; AID 588549; in the data active means inhibition above about 8.5%, passing the limit was not always enough; inconclusive means no clear call, values can overlap the other calls
An asterisk follows results filed as active; u = inconclusive; x = not tested or not shown; & = joins results of further samples. Unless noted, no stated cut-off is given here; in the data, active means inhibition above about 30%; inactive means the rest.

Below each SMILES: Mtb UGM inh	PrPC surface inh	BoNT A protease	BoNT-F LC inh	CCHF vOTU inh	Mtb BioA inh	GDH-TPI inh	Mtb FBA inh	FadD28 binding
> CCN(CC)c1ccc(N=Nc2ncn[nH]2)cc1
  -1.0	-45	-0.5	1	18	x	6	-15	-0.1
> CC1(C)Oc2ccc3ccc(=O)oc3c2-c2cn[nH]c21
  -1.9	-4	x	x	13	2.7	11	1	-0.6
> CN(C)C(C(=O)Nc1cc(Cl)cc(Cl)c1)c1ccccc1 (stereo not drawn)
  -1.9	0	-0.2	3	14	1.1	0	-1	-3.0
> COc1ccc(CN2CCN(C(=O)c3ccc(S(=O)(=O)NCc4ccco4)cc3)CC2)cc1
  x	-4	6.1	13	3	-0.9	1	7	-0.4
> CCOc1ccc(C(=O)N(CC)CC(=O)Nc2ccc3c(c2)OCCO3)cc1OCC
  1.8	0	3.5	9	-3	-0.7	-6	5	0.4
> COc1cc(C(=O)N/N=C(\C)c2ccccn2)cc(OC)c1OC
  2.3	5	-2.9	-8	13	-0.5	4	-2	-0.5
> COc1cc(C=C2C(=O)c3ccccc3C2=O)ccc1O
  3.6	-3	-1.1	-9	-5	1.8	21	-7	-1.0
> CN1C/C(=C/c2ccccc2[N+](=O)[O-])C(=O)/C(=C\c2ccccc2[N+](=O)[O-])C1
  x	-8	0.5	-3	-36	x	11	4	-0.8
> Cc1c(O[C@@H]2O[C@H](CO)[C@@H](O)[C@H](O)[C@H]2O)c(CO)c(O[C@@H]2O[C@H](CO)[C@@H](O)[C@H](O)[C@H]2O)c2c1O[C@@H](c1ccccc1)C[C@@H]2O
  -0.3	6	0.2	1	-4	-1.2	0	1	-0.6
> CC(C)(C)OC(=O)C[C@@H]1C/C=C\C[C@H](CC(=O)N(CCO)Cc2ccccc2)C(=O)N[C@H](C(C)(C)C)COC1=O
  -1.9	-6	0.6	12	12	3.6	9	3	-1.2
> CCCN(CCC)C(=O)CP(=O)(c1ccccc1)c1ccccc1
  0.2	-2	-0.5	2	-3	-0.6	-5	2	0.0
> COc1cccc(COCC(O)CN2CCC(C(N)=O)CC2)c1 (stereo not drawn)
  0.2	4	-1.1	-4	1	-0.4	-7	-5	x
> COc1ccccc1N1C(=O)CSC1=NC(=O)c1ccccc1
  4.1	-4	0.1	4	-7	x	5	1	-2.5
> CC(C)(C)OC(=O)N[C@@H](COCc1ccccc1)C(=O)N[C@@H](CO)[C@H](O)[C@@H]1C[C@@H]1C(=O)N1CCCC1
  3.1	0	-0.2	-4	2	-1.5	17	5	-0.4
> CCOC(=O)c1sc(NC(=O)c2sccc2C)cc1C
  0.2	16	-0.9	-8	29	-0.8	9	1	-6.4

The final 2 compounds of the part before come first, to join the parts:
Below each SMILES: Mtb UGM inh	PrPC surface inh	BoNT A protease	BoNT-F LC inh	CCHF vOTU inh	Mtb BioA inh	GDH-TPI inh	Mtb FBA inh	FadD28 binding
> CC(C)(C)OC(=O)N[C@@H](COCc1ccccc1)C(=O)N[C@@H](CO)[C@H](O)[C@@H]1C[C@@H]1C(=O)N1CCCC1
  3.1	0	-0.2	-4	2	-1.5	17	5	-0.4
> CCOC(=O)c1sc(NC(=O)c2sccc2C)cc1C
  0.2	16	-0.9	-8	29	-0.8	9	1	-6.4
> Cc1ccc(NC(=O)C2CCCN(S(=O)(=O)c3ccc4[nH]c(=O)ccc4c3)C2)nc1 (stereo not drawn)
  1.5	0	-0.6	0	9	-0.7	-3	2	-2.8
> CCOC(=O)c1c(NC(=O)COC(=O)c2cc(OC)c(OC)cc2[N+](=O)[O-])sc(C)c1C
  1.4	2	0.8	-1	-2	x	2	0	-1.5
> OC(c1cc(F)cc(Cl)c1)c1ncc(-c2ccc3ccccc3c2)[nH]1 (stereo not drawn)
  x	7	-0.8	-12	13	-1.9	15	14	-0.2
> COC1(C2=NCCN2)COc2ccccc2O1 (stereo not drawn)
  1.3	2	-1.5	-16	3	-1.0	6	-2	0.2
> O=C(Nc1ccc2c(c1)CCC2)Nc1ccccc1Cl
  1.8	4	-3.6	-17	10	-0.1	-4	1	-3.0
> COc1ccc(NC(=S)N2CCN(S(C)(=O)=O)CC2)cc1
  4.0	6	4.7	-1	-3	-0.5	-8	1	-2.8
> O=C1c2ccccc2COc2ccc(O)cc21
  2.0	-10	1.4	-12	7	0.5	1	1	-2.8
> C1CC1Cc1noc(CN2CCN(C3C4CC5CC(C4)CC3C5)CC2)n1 (stereo not drawn)
  4.2	-1	-1.1	-4	-13	x	-1	0	-1.3
> Cc1cccc(N2CCc3c2nc2ccc(Br)cc2c3N)c1
  -0.5	0	1.3	-13	-16	-1.0	13	7	-3.7
> CCc1sc(C(=O)Nc2cccc(C(C)=O)c2)cc1C
  -1.7	3	2.5	12	1	2.0	10	-3	-5.6
> COCCN(C(=O)COC(=O)C1(C)CC1(Cl)Cl)c1c(N)n(Cc2ccccc2)c(=O)[nH]c1=O (stereo not drawn)
  1.9	11	-0.2	-1	-13	-0.9	8	3	-1.7
> COc1cccc(C(=O)Nc2nnc(S(=O)(=O)N3CCCC3)s2)c1
  1.4	12	-2.0	-3	8	0.0	25	2	-0.1
> CCOC(=O)C1=NNC2C(=O)N(CC)C(=O)C12 (stereo not drawn)
  -1.5	-3	0.0	-7	-7	0.8	1	1	-2.0
> CN(c1ccccc1)c1cc(=O)[nH]c(=O)[nH]1
  -2.2	-2	-0.8	-3	23	x	8	3	-1.1
> Cc1cc(C)cc(NC(=O)CSc2ccc(-c3ccccn3)nn2)c1
  -0.9	5	-1.9	-12	-16	-3.3	3	3	0.6
> CC1Cc2nc(SCC(=O)c3ccccc3)n(Cc3ccccc3)c(=O)c2S1 (stereo not drawn)
  -0.6	12	-0.8	-4	17	0.5	16	-2	0.3
> COc1cc(-c2nc3cnccn3c2Nc2ccc3c(c2)OCCO3)ccc1O
  -2.9	-3	-1.5	-6	15	2.8	17	-1	2.5
> C=CCN1C(=O)C(CC(=O)Nc2ccccc2F)S/C1=N\c1nccs1 (stereo not drawn)
  -2.3	-6	-0.6	-3	-2	-1.5	6	-3	-4.4
> C=Cn1c(P(=S)(N2CCOCC2)N2CCOCC2)cc2c1CCCC2
  2.0	4	0.1	10	3	-3.0	3	0	-0.7
> COC(=O)c1cn(NC(=O)c2cc(OC)cc(OC)c2)c(=O)c2ccccc12
  0.4	-8	1.4	-3	-15	0.7	3	-2	1.1
> COc1ccc(Cc2nnc(NC(=O)c3ccccc3Cl)s2)cc1OC
  -0.3	-3	0.5	u	5	-0.5	0	1	-2.4
> CCCCc1c(O)nc(SCC(=O)N2CCOCC2)n(-c2ccc(C)cc2)c1=O
  x	-6	0.0	2	-4	-3.4	2	-1	0.9
> CC(C)c1ccc(NC(=O)N2C[C@H]3C[C@@H](C2)c2cccc(=O)n2C3)cc1
  0.9	7	0.4	-9	0	-2.5	5	2	0.4
> COc1cc2ccccc2cc1C(=O)Nc1ccc(C)cc1
  1.8	-3	-3.5	-29	6	-2.4	3	4	-5.3
> O=CN1CCCN(Cc2nc(-c3cccc(Cl)c3)no2)CC1
  -1.3	2	0.3	-3	2	x	1	-1	1.0
> C/C(=N\NC(=O)Cc1ccccc1)c1ccc(Br)s1
  -0.6	0	-1.2	u	5	0.4	5	0	-5.2
> Cc1oc2cc(O)ccc2c(=O)c1-c1cnn(-c2ccccc2)c1
  0.8	12	-0.1	3	-33	2.2	14	41*	-3.2
> O=C(Nc1ccc2c(c1)OCCO2)C1CCN(S(=O)(=O)c2ccc(Br)s2)CC1
  -0.6	x	0.8	1	x	3.7	-2	-1	-3.2
> O=C(COc1coc(CN2CCN(c3cccc(Cl)c3)CC2)cc1=O)NC1CCCC1
  1.2	4	2.8	18	14	-0.9	0	1	0.8
> COc1ccc2cc(CCNC(=O)CC(C)(C)C)c(=O)[nH]c2c1
  -2.6	-2	0.1	0	-4	-2.3	2	0	-0.6

Reprinted from the part before: five entries, then new ones.
Below each SMILES: Mtb UGM inh	PrPC surface inh	BoNT A protease	BoNT-F LC inh	CCHF vOTU inh	Mtb BioA inh	GDH-TPI inh	Mtb FBA inh	FadD28 binding
> C/C(=N\NC(=O)Cc1ccccc1)c1ccc(Br)s1
  -0.6	0	-1.2	u	5	0.4	5	0	-5.2
> Cc1oc2cc(O)ccc2c(=O)c1-c1cnn(-c2ccccc2)c1
  0.8	12	-0.1	3	-33	2.2	14	41*	-3.2
> O=C(Nc1ccc2c(c1)OCCO2)C1CCN(S(=O)(=O)c2ccc(Br)s2)CC1
  -0.6	x	0.8	1	x	3.7	-2	-1	-3.2
> O=C(COc1coc(CN2CCN(c3cccc(Cl)c3)CC2)cc1=O)NC1CCCC1
  1.2	4	2.8	18	14	-0.9	0	1	0.8
> COc1ccc2cc(CCNC(=O)CC(C)(C)C)c(=O)[nH]c2c1
  -2.6	-2	0.1	0	-4	-2.3	2	0	-0.6
> COc1cc(/C=C2\SC(=S)N(NC(=O)c3ccccc3O)C2=O)ccc1O
  -25	-14	4.1	1	7	7.7	8	-13	11*
> O=C1CCCN1Cc1ccccc1
  2.0	9	0.3	-1	-2	0.0	-7	-2	-3.7
> CC(C)OC(=O)CSc1nnc(Cc2ccccc2)n1C
  -2.8	4	-0.7	-2	-3	-1.1	7	2	-0.7
> N#CC(C#N)C(c1ccsc1)c1c(-c2ccccc2)[nH][nH]c1=O (stereo not drawn)
  1.2	-2	0.3	-6	2	0.5	11	1	0.7
> N#C/C(=C(/O)c1ccc([N+](=O)[O-])s1)c1nc2ccccc2[nH]1
  -0.2	1	-1.1	-1	13	-0.3	4	-2	-0.1
> Cc1cc(C(F)(F)F)nc(SCCN2CCOCC2)c1C#N
  4.0	-1	-0.2	-3	2	3.7	-6	2	-3.0
> CSc1ccc(OC2CCCCC2NS(=O)(=O)c2ccc(Cl)cc2)cc1 (stereo not drawn)
  -1.6	-2	0.2	-2	17	x	2	0	-2.4
> NC(=O)C[n+]1cccc(CNC(=O)c2ccc(OC(F)F)cc2)c1
  4.6	-10	-0.7	-1	6	-0.3	-4	1	-3.7
> CCCS(=O)(=O)NC(=O)C1(C)CCN(C(=O)COCc2ccccc2)C1 (stereo not drawn)
  x	4	0.0	-3	12	-1.5	4	0	-0.9
> Cc1nc(NC(=O)COc2ccccc2)sc1C(=O)Nc1ccccc1
  1.2	5	0.4	0	-6	-0.6	-10	5	-4.0
> O=C(Nc1ccc(Br)cc1Br)c1cccc2c1C(=O)N(C1CCCCC1)C2
  -1.5	-4	2.0	3	-5	-0.7	-4	-4	-3.6
> C[C@@H]1CN([C@@H](C)CO)C(=O)CCCn2nncc2CO[C@H]1CN(C)Cc1ccccc1C(F)(F)F
  x	-5	-0.2	-4	5	2.7&0.5&1.0	12	1	0.5

From PubChem BioAssay
